Source: PubChem (several laboratories)
Glyco luc inh: N-linked glycosylation inhibition | 360,000 tested, 0.23% active | reporter increase, % at 12.5 µM | AID 588692 | D54 ERlucT glycosylation luciferase reporter, 24 h; percent of 100 nM tunicamycin response;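 active = mean luciferase reporter signal, scaled so untreated is 0 and the glycosylation-blocking control 100, at or above a set limit in every replicate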;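 note: luciferase carries N-glycosylation sites so blocking glycosylation raises the light; 0% = median of neutral control wells and 100% = median of 100 nM tunicamycin wells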
TLR9-MyD88 inh: inhibitors of human TLR9-MyD88 binding; Q9NR96+Q99836; CHO BLA complementation TLR9-MyD88, CCF4 FRET ratio; inhibition, % at 4.98 µM; 340,000 tested, 0.21% active;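 active = inhibition above the mean over all tested compounds plus 3 SD, cut at about 21% in these data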;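 note: 0% = DMSO only wells and 100% = clavulanate BLA inhibitor control wells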
MC4R ag barr: agonists of human melanocortin 4 receptor (MC4R) beta-arrestin; P32245; U2OS MC4R beta-arrestin complementation, luminescence; percent of melanotan II response, DMSO zero; activation, % at 8.9 µM; 360,000 tested, 0.98% active; AID 540308;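 active = activation above a per-plate cutoff, the mean activation of sample wells on that plate plus 3 SD, cut at about 8% in these data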
Target sequence (P32245 whole entry, looked up): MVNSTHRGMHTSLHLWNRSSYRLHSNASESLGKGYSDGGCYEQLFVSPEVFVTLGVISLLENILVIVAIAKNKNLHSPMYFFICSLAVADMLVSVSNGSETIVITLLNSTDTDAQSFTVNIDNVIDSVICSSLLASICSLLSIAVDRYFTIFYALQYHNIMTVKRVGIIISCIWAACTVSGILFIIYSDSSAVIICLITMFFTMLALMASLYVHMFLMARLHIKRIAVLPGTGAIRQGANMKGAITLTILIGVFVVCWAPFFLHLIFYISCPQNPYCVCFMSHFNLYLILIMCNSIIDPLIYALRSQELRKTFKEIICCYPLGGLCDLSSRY
SRC2 inh: human SRC2 (NCOA2) inhibition; HEK293 GAL4-SRC2 luciferase reporter, luminescence; inhibition, % at 9 µM; 370,000 tested, 0.17% active; AID 651957;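 active = inhibition above the mean inhibition of all tested compounds plus 3 SD, set per campaign, cut at about 52% in these data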;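 note: 0% = DMSO treated cells and 100% = cells given Gossypol at 36 µM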
MC4R antagonist: blocks human MC4R cAMP signaling; MC4R-expressing cells, MTII-stimulated cAMP, LANCE TR-FRET; inhibition, % at 6.5 µM; 360,000 tested, 0.48% active;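 active = inhibition above its plate's cutoff, the mean of tested wells on that plate plus 3 SD, cut at about 29% in these data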;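 note: 0% = Melanotan II alone and 100% = Melanotan II plus saturating MCL0020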
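Material: U2OS-MC4R stable cell line | Reagent: Melanotan II challenge after compound preincubation | Doses: One concentration, 6.5 µM nominal | Incubation: 30-min compound preincubation, 1-h Melanotan II challenge, 1-h detection, room temperature | Signal: TR-FRET cAMP assay | Replicates: One well per compound, no replicates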
ABHD5-PLIN5 inh: ABHD5-PLIN5 protein interaction inhibition; Split G. princeps luciferase complementation, luminescence, 4 h; Q00G26+Q8WTS1; inhibition, % at 4 µM; 360,000 tested, 0.78% active;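 active = inhibition above the mean inhibition across every tested compound plus 3 SD, cut at about 22% in these data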;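 note: 0% = DMSO only wells and the 100% control is not disclosed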
NOD2-RIPK2 inh: blocks binding of human NOD2 to RIPK2; O43353; AID 624267; 360,000 tested, 0.38% active; inhibition, % at 4.98 µM; CHO BLA complementation NOD2-RIPK2, CCF4 ratio; in the data active = inhibition above about 21%;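 note: 0% = vehicle only and 100% = reference blocker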
HTR2A ag: agonists of mouse serotonin 5-HT2A receptor (HTR2A). CHO-K1 mHTR2A beta-arrestin complementation, luminescence; percent of 30 µM serotonin response. activation, % at 7.6 µM. 360,000 tested, 0.66% active;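 active = activation above a run cutoff, the mean activation of all tested compounds plus 3 SD, cut at about 14% in these data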;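 note: 0% = plate median of compound wells and 100% = 30 µM serotonin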
Target sequence (P35363 whole entry, looked up): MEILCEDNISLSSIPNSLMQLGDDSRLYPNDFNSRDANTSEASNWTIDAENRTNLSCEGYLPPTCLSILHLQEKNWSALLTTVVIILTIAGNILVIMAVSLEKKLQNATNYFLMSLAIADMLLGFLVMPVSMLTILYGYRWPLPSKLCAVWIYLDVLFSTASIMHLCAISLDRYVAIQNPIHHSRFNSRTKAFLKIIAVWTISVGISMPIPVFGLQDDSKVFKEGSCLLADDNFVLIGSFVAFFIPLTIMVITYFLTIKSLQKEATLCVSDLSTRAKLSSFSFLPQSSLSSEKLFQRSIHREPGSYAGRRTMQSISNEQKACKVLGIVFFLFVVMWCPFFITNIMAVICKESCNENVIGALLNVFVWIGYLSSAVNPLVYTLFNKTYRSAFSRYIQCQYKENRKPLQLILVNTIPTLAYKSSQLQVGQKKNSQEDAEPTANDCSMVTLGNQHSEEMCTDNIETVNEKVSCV
H9c2 protect: protects H9c2 cardiomyocytes from peroxide injury; 360,000 tested, 0.63% active; H2O2 injury protection, ATPLite, 2 h; protection from H2O2 cell death, % at 20 µM;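 active = compounds giving at least 50% protection of heart cells from peroxide-induced death in the single-dose screen, raw or plate-pattern-corrected value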;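 note: 0% = DMSO wells with peroxide and 100% = DMSO wells without peroxide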
ABCB6 inh MLPCN: blocks the human ABCB6 transporter. Q9NP58. K562-ABCB6 porphyrin accumulation, flow cytometry, 1 h; hits give low values. fluorescence ratio to DMSO, % at 10 µM. 360,000 tested, 0.19% active. AID 602162;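 active = fluorescence ratio to DMSO below 75%, the collection mean minus 3 SD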;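 note: signal is porphyrin accumulated inside mitochondria; 100% equals median channel fluorescence of DMSO control wells; lower ratio means ABCB6 inhibition with less porphyrin fluorescence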
The depositor's hits bear a star; . = not tested or not shown.

Each structure is followed by: HTR2A ag, TLR9-MyD88 inh, MC4R antagonist, ABCB6 inh MLPCN, ABHD5-PLIN5 inh, SRC2 inh, MC4R ag barr, Glyco luc inh, NOD2-RIPK2 inh, H9c2 protect
- Cn1c(CCN2CCN(c3ccccc3)CC2)nc2cc(NC(=O)c3ccco3)ccc21
  -2.5, 3.0, -0.5, 91.0, 4.1, -13.8, -0.9, -2.1, -13.1, 7.4
- CC(Oc1ccc(Cl)cc1)c1ccc(C#N)c(=O)[nH]1 (stereo not given)
  1.4, 2.8, -1.5, 103.0, 4.7, 15.6, 1.1, 0.9, -10.7, -3.4
- Cc1cc(NS(=O)(=O)c2ccc(NC(=O)Nc3ccc4c(c3)OCO4)cc2)no1
  -3.0, 0.0, -1.3, 97.0, -5.7, -27.7, -0.8, 1.5, -5.2, -0.5
- COc1ccccc1C(=O)NCCN=C1NS(=O)(=O)c2ccccc21
  -2.1, 3.2, 1.6, 95.0, 2.2, -6.6, -1.5, -2.1, -3.0, -4.6
- COc1cc(Cl)ccc1OC1(C)CCN(Cc2c(F)cccc2F)C1 (stereo not given)
  2.9, ., 15.2, 101.0, 0.8, 17.0, 2.6, -2.3, 2.6, -10.3
- CC(NC(=O)COC(=O)CCC(=O)c1ccc(F)cc1)c1ccccc1 (stereo not given)
  -0.2, 3.2, 1.9, 99.0, 5.3, -1.2, 1.0, 2.4, -1.7, 5.1
- Cc1ccc(S(=O)(=O)NCC(=O)N/N=C/c2ccc(Cl)cc2)cc1
  0.6, 3.0, -4.0, 96.0, 2.6, -16.0, 0.2, 1.9, -8.9, -3.6
- O=C(NC(=S)N1CCCC1)c1ccccc1F
  7.4, 8.0, 2.0, 95.0, 11.9, 8.0, -1.5, 0.6, -4.9, -0.3
- CCOC(=O)c1cc(NC(=O)N2CCOCC2)c(C)nc1C
  7.6, -6.1, 14.1, 99.0, 8.8, -2.4, 0.1, -0.3, -8.9, -4.3
- CC(C)NC(=O)c1ccc(-n2nc(C(F)(F)F)c3c2CCCC3)cc1
  1.3, -4.7, 1.6, 99.0, -4.8, 10.5, -0.7, 2.7, 0.8, -4.3
- CC(/C=C1\SC(=S)N(CCC(=O)Nc2nc(C)cs2)C1=O)=C\c1ccccc1
  6.6, -4.2, 21.8, 97.0, 2.0, -9.1, 0.0, -1.4, 0.3, -7.4
- CC1CCCCN1CCNC(=O)c1cc2c(=O)n(C)c3ccccc3c2n1C (stereo not given)
  4.9, 3.0, -1.1, 86.0, 7.3, -55.1, 0.6, 7.5, -6.4, 17.4
- Cc1nc(-c2cccnc2)sc1C(=O)Nc1ccc(Cl)cc1
  -6.3, 4.4, 2.3, 102.0, -0.9, 14.9, -1.1, 3.2, 2.9, 17.8
- COc1ccc(S(=O)(=O)Nc2cc([N+](=O)[O-])ccc2OC)cc1
  -3.0, -10.7, -1.8, 98.0, 1.4, 2.5, -4.1, 7.4, -11.6, 2.5
- Cc1cc(C(=O)NN)c(C)o1
  -1.5, -6.5, 0.1, 94.0, -3.6, -26.0, -1.2, -0.9, -12.4, 8.0
- Cc1cc(=O)oc2cc(OCC(=O)OC(C)C(=O)NC3CCCC3)ccc12 (stereo not given)
  -2.6, 5.6, -1.6, 97.0, 2.3, -2.8, -1.4, 1.7, -3.0, 14.2
- O=C(Nc1ccc(Cl)cc1)NN1CCCCCC1
  -0.1, -6.7, -0.4, 94.0, 4.4, -59.5, -0.2, 0.2, -6.5, 3.6
- CCOC(=O)C1C(=O)CC(C)(O)C(C(=O)OCC)C1c1ccc(N(CC)CC)cc1 (stereo not given)
  -5.8, -11.9, 8.6, 110.0, -4.7, 2.6, -0.8, 0.0, -4.0, 12.2
- CCOC(=O)N1CCN(c2c(N3CCOCC3)c(=O)c2=O)CC1
  2.4, 10.9, 4.8, 97.0, 4.1, 10.6, 0.2, 0.9, -2.5, -12.5
- COc1ccc(CC(=O)N2CCC(n3nccc3NC(=O)C3CC3)CC2)cc1
  0.8, 3.3, 12.0, 99.0, -1.3, -48.3, -1.4, 1.2, 0.6, 4.2
- Oc1ccc(C(=S)N2CCN(c3cccc(Cl)c3)CC2)cc1
  -2.2, 3.0, -6.0, 97.0, 1.6, 3.1, 9.8*, 1.5, -9.9, -20.3
- C/C(=N\OCC(=O)N/N=C/c1ccc(C)cc1O)c1cccs1
  2.1, -6.0, -0.4, 100.0, -1.0, -18.1, 1.5, 1.3, -10.8, 63.8*
- CCSc1ccccc1C(=O)N1CCC2(CC1)CC(=O)c1ccccc1O2
  2.6, -0.1, 8.6, 100.0, -0.7, 8.8, -3.9, -7.4, -1.4, 0.5
- CCCCN(C)C(=O)CCC(=O)Nc1ccc2nc(N3CCOCC3)cc(C)c2c1
  2.4, 10.5, -0.6, 94.0, 1.4, -36.0, -0.8, 1.2, -13.8, 8.1
- O=C(Nc1ccc2c(c1)OCCO2)C(c1ccnc2ccccc12)N1CCN(c2ccc(F)cc2)CC1 (stereo not given)
  -4.7, ., ., 100.0, 3.3, -18.4, ., -4.0, -0.1, -4.6
- Clc1ccc(-c2cn3cc(Cl)ccc3n2)cc1
  -6.1, 0.1, -1.1, 98.0, -7.3, -13.4, 2.6, -16.7, 4.5, -12.3
- CCN1C[C@@H]2[C@@H]3C(=O)N(C)C(=O)[C@@H]3[C@](CC)(C(=O)OC)N2C1=NCc1ccccc1
  -2.2, 2.0, -0.8, 98.0, 6.7, -30.3, -1.2, 1.5, -10.0, 8.1
- O=C(CSc1n[nH]c(-c2ccc(Cl)cc2Cl)n1)Nc1ccccn1
  2.3, -1.3, 7.3, 92.0, -2.9, -4.3, 0.6, -1.5, 11.3, -6.1
- CC1CCN(CCC(=O)Nc2ccc(Br)cc2)CC1
  2.8, 6.9, 2.5, 100.0, -3.0, -9.1, 0.4, 1.6, -0.7, -2.5
- CN(Cc1cc([N+](=O)[O-])ccc1Cl)C(=O)C[n+]1ccccc1
  6.8, -11.0, 1.3, 94.0, 2.0, 1.2, -1.1, 3.1, -11.9, 0.8
- Cc1ccc(C(=O)Nc2cc(Cl)ccc2-n2cncn2)s1
  -5.2, -4.5, -3.4, 97.0, -0.2, 9.7, -0.8, 3.4, 0.2, -1.2
- C[C@@H](NC(=O)C(=O)c1c[nH]c2ccccc12)c1ccccc1
  0.5, -6.1, 15.2, 96.0, -8.7, 12.2, 1.6, 2.1, -9.7, -1.5
- COc1cc(OC)cc(C(=O)NNC(=O)c2ccc(S(=O)(=O)N(C)c3ccccc3OC)cc2)c1
  3.6, -1.2, 12.6, 95.0, -6.8, -7.3, -1.3, 1.7, -5.2, 0.3
- O=C(CN1CCN(c2ccccc2F)CC1)c1c[nH]c2ccc(F)cc12
  -3.2, -3.2, 3.2, 104.0, 2.9, -3.7, 3.4, 2.0, 3.5, 0.0
- O=C1CC(NNc2ccccc2)C(=O)N1c1ccccc1 (stereo not given)
  6.4, 3.0, 7.3, 102.0, 0.3, 9.7, -0.4, 1.8, -3.8, 6.6
- Cc1cccc(Nc2ncnc3ccccc23)c1
  -5.5, -8.0, -1.5, 84.0, -8.5, 4.6, -1.9, -1.2, -5.4, -1.8
- COc1ccccc1NC(=O)CCCc1c[nH]c2ccccc12
  -1.6, -1.6, 11.4, 102.0, -0.8, -5.0, 0.0, -2.0, 1.0, 0.3
- COc1ccc(S(=O)(=O)NCCc2ccc(F)cc2)cc1
  1.4, -12.5, -2.0, 107.0, -0.1, 1.6, -1.4, -1.1, 4.1, -3.3
- O=C(C1CCCN(S(=O)(=O)c2ccc([N+](=O)[O-])cc2)C1)N1CCCCC1 (stereo not given)
  -1.5, 4.5, 3.7, 92.0, -0.9, ., -1.1, 1.2, -4.7, -10.8
- Cn1c(=O)[nH]c(=O)c2c1nc(N1CCCCC1)n2CC(O)CN1CCCCC1 (stereo not given)
  -2.8, -13.7, 5.9, 99.0, 5.0, -10.7, -0.2, 1.1, -4.3, 0.0
- Cc1nc(N)nc(-c2ccccc2O)n1
  4.0, 5.6, 3.0, 99.0, 3.2, -17.2, -0.3, 3.1, -5.4, 2.5
- CCCCn1c(-c2sccc2C)n[nH]c1=S
  4.5, 9.7, 8.2, 99.0, -6.2, -4.4, -2.6, 0.1, -10.5, -1.2
- O=C(O)CCC(=O)Nc1ccccc1C(=O)N1CCN(c2ccc(Cl)cc2)CC1
  -2.4, -0.4, 0.9, 96.0, 2.1, 11.6, -2.1, 1.1, 9.3, -1.6
- Cc1onc(-c2ccccc2)c1C1=N/C(=C\c2ccccc2F)C(=O)O1
  -0.6, -2.7, 8.6, 183.0, -3.2, -30.5, -1.5, 0.3, 5.9, -0.8
- CC1(C(=O)NCC2CCOCC2)Cc2c(-c3cccc(C(N)=O)c3)ccnc2O1 (stereo not given)
  3.0, ., -1.4, 98.0, -0.8, -14.3, 0.5, 5.3, 0.6, 9.5
- Cc1cc(C)n(-c2ccc(C(=O)N3CCN(S(=O)(=O)c4ccc(Cl)cc4)CC3)cc2)n1
  -3.0, -10.7, 0.0, 96.0, 3.3, -6.7, -1.9, 1.8, -7.2, -2.0
- O=C(NCCN1CCOCC1)c1ccccc1[N+](=O)[O-]
  4.8, -7.0, 13.4, 87.0, 2.4, -5.0, -0.5, -0.3, -16.3, 8.2
- Cc1c2c(nc3nc4ccccc4n13)CC(C)(C)CC2=O
  -5.1, -0.3, 2.9, 94.0, -1.4, 7.7, -0.2, 0.4, -8.1, 11.6
- COc1ccc([C@@H]2C[C@H]3[C@@H](CN2S(=O)(=O)c2ccccc2)C(=O)C[C@@H](c2ccc(OC)cc2)N3S(=O)(=O)c2ccccc2)cc1
  0.7, ., ., 100.0, -10.8, -2.4, ., 1.0, 8.8, 2.8
- COc1ccc(CCNC(=O)COc2ncnc3cc([N+](=O)[O-])ccc23)cc1
  2.8, 1.8, -0.5, 102.0, 3.4, -17.5, -0.7, 1.8, -5.9, 11.6

(listing goes on)
Each structure is followed by: HTR2A ag, TLR9-MyD88 inh, MC4R antagonist, ABCB6 inh MLPCN, ABHD5-PLIN5 inh, SRC2 inh, MC4R ag barr, Glyco luc inh, NOD2-RIPK2 inh, H9c2 protect
- COc1cccc(NC(=O)c2ccn(C)n2)c1
  7.3, -11.0, -6.5, 85.0, 2.7, -58.2, -1.4, 0.4, -7.9, -2.9
- COc1ccc(Cn2c(N)c(S(=O)(=O)c3cccs3)c3nc4ccccc4nc32)cc1
  1.5, 5.3, 5.0, 95.0, -14.1, -3.6, 2.2, -3.4, 0.3, 0.4
- Cc1[nH]n(-c2ccc(Cl)cc2)c(=O)c1C=NC12CN3CN(CN(C3)C1)C2
  0.0, -4.9, 8.7, 98.0, -12.3, -22.1, -2.3, 0.4, -10.3, -5.0
- CCOC(=O)C(=O)NNc1ccccc1C
  1.8, 0.3, 2.1, 109.0, -4.5, 25.3, -2.8, 4.0, 8.2, -2.4
- CCN1C(=O)CC(N2CCC(C(=O)N3CCCCCC3)CC2)C1=O (stereo not given)
  5.2, -1.3, 1.7, 102.0, 2.3, -30.3, 0.5, -0.7, -2.2, -1.9
- Cc1occc1C(=O)NNC(=O)NC12CC3CC(CC(C3)C1)C2
  0.2, -2.9, 8.0, 120.0, 5.3, -14.9, 0.9, 0.4, -1.4, -1.6

Some of the compounds tested. The share of hits here may be higher or lower than overall.
